UHRF1 binding – UHRF1 methyl-DNA binding inhibition | Q96T88 | UHRF1 binding to methylated oligo, TR-FRET | inhibition, % at 4.4 µM | actives 0.75% (n = 370,000); in the data active = inhibition above about 21%;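 also: UHRF1 SRA domain binding a hemimethylated CpG hairpin DNA probe; 0% = median of test compound wells and 100% = reference inhibitor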
SIAE inh – human SIAE inhibition, primary screen. Q9HAT2. SIAE FP-Rh probe binding, fluorescence polarization. actives 0.69% (n = 370,000). inhibition, % at 9.66 µM;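 active = inhibition above a cutoff: mean of compounds within the control limits plus 3 SD of those, cut at about 17% in these data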;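 also: 0% = plate median of compound wells and 100% = probe without SIAE protein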
Target sequence (Q9HAT2 whole entry, looked up): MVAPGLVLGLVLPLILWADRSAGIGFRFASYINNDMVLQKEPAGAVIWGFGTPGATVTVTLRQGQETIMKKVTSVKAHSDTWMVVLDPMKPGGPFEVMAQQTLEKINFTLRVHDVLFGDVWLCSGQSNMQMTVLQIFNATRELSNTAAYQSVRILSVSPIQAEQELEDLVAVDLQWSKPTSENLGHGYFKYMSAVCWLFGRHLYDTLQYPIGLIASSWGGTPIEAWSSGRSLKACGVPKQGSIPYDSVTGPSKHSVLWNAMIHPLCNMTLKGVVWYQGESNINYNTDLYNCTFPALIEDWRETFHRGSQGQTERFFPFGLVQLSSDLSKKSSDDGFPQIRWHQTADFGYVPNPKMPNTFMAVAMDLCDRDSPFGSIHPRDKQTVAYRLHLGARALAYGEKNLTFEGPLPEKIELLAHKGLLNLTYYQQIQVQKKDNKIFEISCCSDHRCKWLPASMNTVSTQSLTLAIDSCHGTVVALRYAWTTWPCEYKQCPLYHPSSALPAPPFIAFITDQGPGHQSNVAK
NPR2 activator – GC-B (human) receptor activation | P20594 | HEK293-GC-B cells, CNP EC30, cGMP TR-FRET; 0% at EC30 CNP, 100% saturating CNP | activation, % at 10 µM | actives 0.11% (n = 370,000);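 active = activation at 10 µM reaching about 35% in either raw or pattern-adjusted values, limit read from the data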
ABHD4 inh – inhibitors of mouse ABHD4; purified mABHD4, FP-Rh probe fluorescence polarization; actives 0.54% (n = 370,000); inhibition, % at 8.92 µM;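 active = inhibition exceeding the mean over every tested compound plus 3 SD, cut at about 30% in these data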;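 also: 0% = plate median of compound wells and 100% = S159A mutant with DMSO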
Target sequence (Q8VD66 whole entry, looked up): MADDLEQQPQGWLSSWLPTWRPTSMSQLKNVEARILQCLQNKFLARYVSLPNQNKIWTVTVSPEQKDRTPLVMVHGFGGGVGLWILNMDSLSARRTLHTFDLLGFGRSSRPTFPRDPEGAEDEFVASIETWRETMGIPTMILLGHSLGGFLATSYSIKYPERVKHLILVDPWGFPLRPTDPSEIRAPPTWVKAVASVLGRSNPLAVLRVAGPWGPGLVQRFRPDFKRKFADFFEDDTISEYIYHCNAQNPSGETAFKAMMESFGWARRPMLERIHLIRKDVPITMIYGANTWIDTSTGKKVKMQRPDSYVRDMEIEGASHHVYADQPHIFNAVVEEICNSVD
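Assay system: mouse ABHD4 enzyme, wild type / Also added: fluorescent activity-based probe FP-Rh / Doses: single nominal dose of 8.92 µM, 0.89% DMSO final / Timing: 45 min compound pre-incubation plus 60 min probe step, 25 °C / Signal: FP readout, ex 525 nm / em 598 nm / Control set: S159A mutant/DMSO as 100%, compound-well median as 0%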
TCR CD3 inh – blocks the human TCR-CD3 interaction; actives 0.37% (n = 360,000); TAMRA-labeled TCR probe fluorescence, biochemical; inhibition, % at 9.4 µM; AID 651800; in the data active = inhibition above about 19%;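 also: recombinant mutant TCR 2C K166C tagged with TAMRA read by polarization; 0% = receptor in buffer alone and 100% = receptor with positive control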
HTRA1 inhibitor – inhibitors of human serine peptidase HTRA1. recombinant HTRA1, FP-rhodamine activity-based probe, fluorescence polarization. Q92743. inhibition, % at 5.96 µM. actives 0.5% (n = 340,000). AID 504803; in the data active = inhibition above about 36%;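 also: 0% = enzyme with DMSO and 100% = wells lacking enzyme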
PRMT1 inh – PRMT1 (human) inhibition, primary screen; Q99873; recombinant PRMT1, activity-based probe fluorescence polarization; inhibition, % at 2.79 µM; actives 1.3% (n = 370,000);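 active = inhibition above about 21% made by adding two undisclosed values, limit read from the data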
rCAG RNA binder – binds r(CAG) RNA repeats; r(CAG) RNA repeat, TO-PRO-1 dye displacement fluorescence; inhibition, % at 3 µM; actives 1.3% (n = 370,000);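 active = inhibition above the plate cutoff, the mean of all test compounds on that plate plus 3 SD, cut at about 35% in these data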;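 also: 0% = DMSO alone and 100% = 100 µM mitoxantrone as full dye displacement; higher means more dye released from RNA so lower well fluorescence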
NPR1 activator – GC-A (human) enzyme activation; P16066; HEK293 GC-A cells, cGMP TR-FRET, EC30 ANP; 0% at EC30 ANP, 100% saturating ANP; activation, % at 10 µM; actives 0.14% (n = 370,000); AID 1671463; in the data active = activation above about 40%
MBD2 DNA inh – MBD2-methylated oligo binding inhibition; actives 0.31% (n = 370,000); TR-FRET, MBD2 binding to methylated oligonucleotide; AID 686964; Q9UBB5; inhibition, % at 4.4 µM; in the data active = inhibition above about 13%
* marks the source's active call; other numbers are inactive results; . = no result given. These rows are one share of the data; rates above refer to the full screens.

Each structure is followed by: UHRF1 binding, SIAE inh, NPR2 activator, ABHD4 inh, TCR CD3 inh, HTRA1 inhibitor, PRMT1 inh, rCAG RNA binder, NPR1 activator, MBD2 DNA inh
CCOC(=O)C1CCCN(C(=O)c2ccc(CS(=O)(=O)c3ccc(Br)cc3)o2)C1 (stereo unspecified)
    2, 0, -5, -2, -4, 7, 5, -1, 0, 2
CCN(CC)C(=O)CSc1nc2ccccc2o1
    0, -3, -5, 2, -2, 3, -2, 3, -1, 2
CC(C)(C)NC(=O)NC(=O)COC(=O)Cn1c(C(F)(F)F)nc2ccccc21
    -1, -1, 0, 1, 6, 14, -2, -8, 0, -2
CCOC(=O)N1CCN(C(=O)C(C)N(c2ccccc2)S(C)(=O)=O)CC1 (stereo unspecified)
    0, -2, 4, 1, 7, 0, 2, -3, 2, -1
Cc1ccc(NC(=S)NC2CCCC2)cc1
    -1, 7, 6, -4, 0, -3, 0, 1, -1, -3
O=C(Nc1ccc2c3c(cccc13)CC2)c1ccc(Br)o1
    -1, -3, -1, -5, 5, -8, 6, 6, 0, -1
O=C(Nc1cccn2ncnc12)c1ccccc1
    9, 1, 0, -4, -2, 0, -1, -4, 2, -5
Cc1c(OC(C(=O)O)c2ccccc2)ccc2c(-c3ccccc3)cc(=O)oc12 (stereo unspecified)
    4, -5, 3, -1, -4, -5, 2, 37*, -3, 7
Cc1cccc(NC(=O)c2ccc(S(=O)(=O)NCc3cccnc3)cc2)c1
    1, -3, -4, -4, 4, -3, -2, 3, -2, -4
COc1cc(C(=O)NCC(=O)OCc2ccccc2Cl)cc(OC)c1OC
    -3, -7, -4, -2, 4, 7, -2, -7, -2, -4
c1ccc(-n2nnnc2SCc2cccc3nsnc23)cc1
    1, 2, 0, -5, -2, 1, 1, -2, -4, 1
O=C(NN1CCOCC1)c1cccc(F)c1
    9, 1, 3, -3, -5, 5, -7, -1, -3, -5
Cc1c(C(=O)Nc2ccccc2)oc2c1C(=O)CC(C)(C)C2
    5, 0, -4, -2, 2, -61, 5, 1, -2, 1
Cc1cccc(/C=N/NC(=O)c2c(-c3ccccc3)noc2C)c1O
    2, 5, -5, -3, 24*, 18, -4, 3, -3, -1
O=C(Nc1ccc2c(c1)OCCO2)C1c2ccccc2OCC(=O)N1CC(F)(F)F (stereo unspecified)
    2, -3, -1, -6, 0, ., 3, 7, -7, 6
O=C(NCCc1ccc(Cl)cc1Cl)c1cc([N+](=O)[O-])c[nH]c1=O
    2, -6, 0, -26, -7, -21, -2, 28, 2, 0
CCOC(=O)/C(N=Nc1ccc(F)cc1)=C(/O)c1ccc([N+](=O)[O-])cc1
    4, 8, -7, 2, -5, -3, -2, 1, -10, -1
CC(=O)Nc1ccccc1NC(=O)C/C(C)=N/NC(=O)c1ccncc1
    -3, 5, -3, 8, -2, 11, -2, 2, 0, -4
Cc1cc(OCCN2CCOCC2)ccc1[N+](=O)[O-]
    0, -1, -1, 0, -1, -4, 1, 1, 3, -6
CCCOc1cccn2c(N(C=O)Cc3ccc(OC)cc3)c(CC)nc12
    -5, 2, 5, -2, 1, ., -6, 3, -2, -1
O=C(N/N=C/C=C\c1ccccc1[N+](=O)[O-])c1cccnc1
    -3, 5, -2, -2, -2, 7, -3, -1, -1, 4
Cc1ccccc1NC(=O)Nc1nnc([C@@H]2C[C@H](O)[C@@H](CO)O2)s1
    1, -9, -5, -2, 2, ., -3, 2, 0, -1
COc1ccc(-n2c(Cc3cc(=O)[nH]c(=O)[nH]3)nnc2SCC(=O)NC2CCCC2)cc1
    2, 4, 1, -2, 3, 5, -6, 6, 3, -4
CCn1c(NC(=O)c2cccs2)nc2ccccc21
    -3, -1, -2, -4, -2, -3, -1, -1, 1, 2
Cc1ccc(OCC(O)Cn2c(=N)n(Cc3ccccc3)c3ccccc32)cc1 (stereo unspecified)
    -3, 6, -19, 8, 2, -7, -5, 20, -37, -3
O=C1OC(N2C(=O)CC[C@H]2C(=O)Nc2cccc(F)c2)c2ccccc21 (stereo partly specified)
    2, 0, 6, 1, 6, -2, 2, 3, -1, -1
COC(=O)C1C(=O)c2c([nH]c(C(=O)OCC3CCCO3)c2C)CC1C (stereo unspecified)
    1, 2, 2, 2, -3, -2, 7, -2, 2, -4
Cc1ccc(C2=CC(c3ccc(N(C)C)cc3)n3nnnc3N2)cc1 (stereo unspecified)
    -1, 6, 6, -3, -4, -8, 9, 9, 6, 2
CCc1ccccc1OCC(=O)Nc1ccc(N2CCCC2)cc1C
    -4, 6, 1, 4, -2, -7, -1, 7, 1, 0
CC(=O)c1cc2c(cc1NS(=O)(=O)c1ccccc1F)OCO2
    1, 0, -4, -7, -11, -22, 6, 3, -2, 5
CC(=O)N1c2ccccc2C(=O)C1N1CCCCC1 (stereo unspecified)
    4, 5, -4, -1, 1, 0, 5, 3, 6, 2
COc1ccccc1C(=O)N1CCN(C(=O)[C@@H](Cc2ccccc2)NC(=O)[C@H]2O[C@@H](n3cnc(C(N)=O)n3)[C@H](O)[C@@H]2O)CC1
    1, 11, 8, -2, 1, ., 6, -1, -3, 7
Cc1ccc2c(C)c(C(=O)N3CCC(N4CCC(C(=O)NC5CC5)CC4)CC3)oc2c1
    -1, -4, -4, -8, -2, 3, -8, -3, 3, -6
COCCNC(=O)c1ccccc1NC(=O)CN(c1ccc2c(c1)OCO2)S(C)(=O)=O
    -2, -6, 2, -1, 5, 4, -4, 0, 3, -5
O=C(O)/C=C/C(=O)NNC(=O)c1ccc(Br)cc1
    -3, 6, 7, -3, 4, 5, 2, 2, 3, -6
CSc1nnc(SCC(=O)Nc2ccc3[nH]c(=O)[nH]c3c2)s1
    -1, 1, 2, 3, -6, -5, 0, 1, -3, -2
Cc1cc(C)c(C)c(S(=O)(=O)NC2CCN(Cc3ccccc3)CC2)c1C
    -1, 3, -1, 0, 7, -2, -2, -9, -17, -3
Cc1cccc(Nc2nnc(SCC(=O)c3ccc(Br)s3)s2)c1C
    -2, 4, 2, -10, -2, -43, -3, 8, 0, -5
O=S(=O)(c1cc(Cl)ccc1Cl)N1CCc2ccccc21
    0, -5, -4, -6, -2, -6, 1, -5, 0, 4
COC(=O)c1cc(S(=O)(=O)NCCc2sccc2C)c[nH]1
    -2, 8, 5, -5, 5, -7, 0, 2, 2, -3
COc1ccc(N(CC(=O)Nc2c(C)n(C)n(-c3ccccc3)c2=O)S(=O)(=O)c2ccccc2)cc1OC
    16, 2, 3, 6, 1, -3, -1, -7, -2, 4
COc1ccc(N/N=C(\C#N)C(=N)SCc2ccccc2)cc1
    2, 9, -3, 9, -8, -3, 9, 5, 0, -6
Nc1nonc1-c1noc(CCCCCN2C(=O)c3ccccc3C2=O)n1
    -2, 0, 3, -2, 9, 4, -3, 0, -4, 1
O=C1CCN(S(=O)(=O)c2ccccc2)CCN1CCOCc1cccc(F)c1
    3, 1, 2, 0, -6, -2, -2, -1, -2, 1
CSCC[C@H](NC(=O)N1CCn2c1nc1ccccc12)C(=O)N[C@@H](C(=O)O)c1ccccc1
    4, -1, -1, -9, -8, -12, 8, 1, 1, 7
CCOc1ccc(C(=O)CSc2nnc3ccccn23)cc1
    3, 5, -4, 5, -2, -4, -1, 4, 0, 0
CC(=O)NC(CCCNC(=S)NC1CCCCC1)C(=O)O (stereo unspecified)
    0, 3, 5, -4, 3, -9, 1, -1, 0, 2
O=C(NCc1ccccn1)C1CCN(S(=O)(=O)N2CCCCC2)CC1
    7, 6, 1, 4, -2, 1, 1, -5, 4, 1
O=C(N/N=C/c1ccco1)/C(=C/c1cccc([N+](=O)[O-])c1)NC(=O)c1ccccc1
    -1, -5, -5, 7, -2, -6, -1, 13, -2, 8
CC(=O)CC(=O)Nc1cccc2c1CCCC2
    4, -3, 9, -3, -10, -5, -1, 2, 2, -1
COc1ccc(CCN2C(=O)c3ccccc3NC2c2cc(Cl)c(O)c(OC)c2)cc1 (stereo unspecified)
    0, -2, -5, 2, 5, -18, -4, 10, -5, -1
CCOC(=O)CCCn1ccc2cc(S(=O)(=O)N3CCCC3)ccc21
    1, 3, -1, 6, 1, -3, -5, -4, 5, -1
O=C(N/N=C/c1cc([N+](=O)[O-])ccc1Cl)c1cnccn1
    3, -5, -1, -1, -5, 1, 3, 9, 4, -1
CC(C)(C)NC(=O)CSc1nnc(CN2CCCCCC2=O)n1-c1ccccn1
    -1, -5, 0, 1, 5, 12, 2, -5, 1, 0
Cc1cc(C)c(NC(=O)c2cc3c(nc4sccn43)s2)c(C)c1
    -3, -1, 2, 7, 0, -5, -1, 8, 0, 4
CCN(CC)C(=O)c1[nH]cnc1C(=O)Nc1cccc(C)c1
    8, 1, -4, -6, -1, -2, 2, 7, -3, -1
CCOC(=O)C1=CC[C@@H](c2ccccc2Cl)N(S(=O)(=O)c2ccc(C)cc2)[C@H]1C(=O)OCC
    2, -9, 0, -31, -5, -15, 5, 4, -2, 6
O/N=C/c1cc(Cl)ccc1OCc1ccccc1Cl
    -2, -12, -4, -44, -1, -25, 1, 10, 8, 1
COc1ccc(S(=O)(=O)Nc2ccccc2OC)cc1NC(=O)Cc1cccs1
    -3, -2, 1, 1, 0, -27, 0, 2, -5, 0

High-throughput results as filed in PubChem.
